PKM2 act: qHTS Assay for Activators of Human Muscle isoform 2 Pyruvate Kinase. Pyruvate kinase PKM (Homo sapiens), P14618. purified PKM2, Kinase-Glo ATP luminescence, activation; response scale: 0% is enzyme alone, no compound. Potency, µM (series often up to 57.5 µM), inactives show top-dose activation, hits mostly activators. 0.34% of 260,000 active; note: potency is the fitted concentration of half-maximal effect; % is set by controls: 0 for no effect and ±100 for the full control effect; nearly all actives have a fitted effect of over 55% in size
Target sequence (P14618 whole entry, looked up, canonical isoform): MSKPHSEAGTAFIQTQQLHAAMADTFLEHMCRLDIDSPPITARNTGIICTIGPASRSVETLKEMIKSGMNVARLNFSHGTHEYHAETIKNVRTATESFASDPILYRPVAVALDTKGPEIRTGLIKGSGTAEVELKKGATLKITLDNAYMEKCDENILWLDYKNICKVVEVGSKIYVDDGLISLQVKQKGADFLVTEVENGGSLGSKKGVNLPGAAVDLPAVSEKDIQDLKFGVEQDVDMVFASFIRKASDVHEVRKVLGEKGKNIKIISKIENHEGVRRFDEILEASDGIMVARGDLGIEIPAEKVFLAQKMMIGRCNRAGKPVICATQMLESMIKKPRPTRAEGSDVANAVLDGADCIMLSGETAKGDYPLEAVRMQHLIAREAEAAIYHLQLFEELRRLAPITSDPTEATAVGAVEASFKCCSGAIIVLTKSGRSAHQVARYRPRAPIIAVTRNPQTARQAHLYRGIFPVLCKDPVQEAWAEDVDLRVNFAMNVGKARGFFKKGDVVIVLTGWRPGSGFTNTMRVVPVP
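ATP formation by purified human PK-M2, quantified via coupled luciferase luminescence after 1 h at room temperature with 0.1 mM ADP and 0.5 mM PEP final.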
Eya2 inh: qHTS Assay for Inhibitors of the Phosphatase Activity of Eya2. recombinant Eya2, OMFP fluorescence dephosphorylation (OMFP is methylfluorescein phosphate). Potency, µM (highest dose often 76.9 µM), inactives show top-dose activity, negative = inhibition, hits mostly inhibitors. 0.006% of 330,000 active; note: potency is the fitted concentration of half-maximal effect; % is set by controls: 0 for no effect and ±100 for the full control effect
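Eya2 protein (added as 0.2 uM solution) was preincubated with compound for 10 min at ambient temperature in 50 mM HEPES pH 7.5, 50 mM NaCl, 5 uM MgCl2, 0.05% BSA, 1 mM DTT. OMFP (added at 50 uM) then reacted 10 min; fluorescence read at 485/525 nm.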
USP2a block: qHTS Assay for Inhibitors of Ubiquitin-specific Protease USP2a Using CHOP2 as the Reporter. USP2 core, Ub-CHOP2 coupled fluorogenic reporter, 485/531. Potency, µM (titrated, usually from 38.3 µM), for inactives: top-dose activity change, negative = inhibition, most hits filed as inhibitors. 0.01% of 330,000 active. AID 463254, 2010;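 note: potency is the fitted concentration of half-maximal effect; plate controls were DMSO wells for no effect and full inhibition by NEM control for full effect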
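Deubiquitinase activity read as fluorescence (485/531 nm) after Ub-CHOP2 cleavage activates the enterokinase reporter on its substrate; USP2 core 10nM, Ub-CHOP2 and substrate 25nM each, 30min compound preincubation then 60min RT; data normalized to NEM, curves fitted.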
TSHR antag: Antagonists of the Thyroid Stimulating Hormone Receptor: HTS campaign; Thyrotropin receptor (Homo sapiens), P16473; TSHR-expressing cells, TSH-stimulated cAMP HTRF, 2 h; stronger effect = lower value; activity change, negative = inhibition, % at 11.5 µM; 0.2% of 330,000 active; AID 504810, 2011;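 active = activity change below a set negative limit, meaning inhibition stronger than a set level, cut at about -70% in these data; inconclusive = activity change between two set negative limits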; note: % is set by controls: 0 for no effect and ±100 for the full control effect
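Inhibition of cAMP made by TSHR-expressing cells under TSH stimulation (4nM final, EC80; 2 h, 37 deg C) is quantified with a one-step lysis HTRF kit, anti-cAMP cryptate versus cAMP-d2.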
Menin MLL FP TR: qHTS Assay for Inhibitors Targeting the Menin-MLL Interaction in MLL Related Leukemias: Competition With Texas Red Labeled MLL-derived Mutant Peptide; AID 1768, 2009; Menin + Texas Red MLL mutant peptide, fluorescence polarization; O00255; Potency, µM (doses to about 61.6 µM), for the others: at the top dose FP activity change, negative = inhibition, actives largely listed as inhibitors; 0.23% of 270,000 active; active = well fitted inhibition curve with a large enough effect in the polarisation, with a control signal flat, not every such curve was filed as active; inconclusive = small, poorly fitted or top-dose-only effect, or effect the other way, or a change in a side signal; inactive = no such curve, though single readings can be large or run the other way; the % refers to the polarisation; note: potency is the fitted concentration of half-maximal effect; % of control where 0% means no effect; many of its hits are not listed in these tables
BCR signal inh: qHTS Assay to Find Inhibitors of Chronic Active B-Cell Receptor Signaling; ABC-DLBCL IkBa-CBG/CBR reporter, luminescence ratio, 4 h; 0.05% of 340,000 active; Potency, µM (doses to about 46.1 µM), for the others: at the highest dose ratio change, negative = lower green/red ratio, hits mostly inhibitors; active = well fitted inhibition curve with a large enough effect in the signal ratio, with a control signal flat, not every such curve was filed as active; inconclusive = small, poorly fitted or top-dose-only effect, or effect the other way, or a change in a side signal; the % refers to the signal ratio;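 note: potency is the fitted concentration of half-maximal effect; plate controls were basal doxycycline-induced cells for no effect and cells given 10 µM MG132 for full effect; MG132 reads +100%, hits lower the ratio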
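Compounds up to 46 uM were incubated four hours with TMD8 cells whose green CBG68 luciferase is fused to IkappaBalpha; red CBR luminescence normalised the signal, and concentration-effect curves were fitted to fusion, red and ratio data.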
Mito fusion yeast: qHTS Assay for Small Molecule Inhibitors of Mitochondrial Division or Activators of Mitochondrial Fusion; S. cerevisiae fusion-defective mutant growth rescue, CellTiterGlo 48 h; Potency, µM (doses to about 46.1 µM), without a hit: top-dose growth rescue (activation), usual class: activators; 0.23% of 320,000 active; AID 485298, 2010;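 note: potency is the fitted concentration of half-maximal effect; % of control where 0% means no effect; nearly all actives have a fitted effect of over 45% in size; temperature-sensitive fusion mutants such as fzo1-1 at 37 °C on non-fermentable ethanol glycerol medium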
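Yeast fusion mutant, YPEG (non-fermentable carbon), compound, 48 h at 37C non-permissive; CellTiterGlo added, 10 min RT, luminescence read. Rescued growth = division inhibition.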
hERG WT inh: qHTS for Inhibitors of KCHN2 3.1: Wildtype qHTS; Voltage-gated inwardly rectifying potassium channel KCNH2 (Homo sapiens), Q12809; U2OS, BacMam KCNH2, thallium flux FluxOr; stronger effect = lower value; activity change, % at 1.84 µM; 0.37% of 340,000 active; AID 720551, 2013;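 active = maximum activity change below -70%; inconclusive = maximum activity change between -70% and -50%; inactive = maximum activity change above -50%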; note: % is set by controls: 0 for no effect and ±100 for the full control effect
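U2OS cells transduced with wild-type KCNH2 virus are loaded with FluxOr dye for 45 min, and thallium flux is measured in kinetic reads before and after stimulation buffer. Rate constants are normalized to DMSO controls.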
GALK inh: qHTS Assay for Inhibitors of Human Galactokinase (GALK); P51570; Purified GALK, Kinase-Glo residual ATP luminescence; Potency, µM (doses to about 57.5 µM), for the others: at the highest dose activity change, negative = inhibition, usual class: inhibitors; 0.007% of 270,000 active; note: potency is the fitted concentration of half-maximal effect; % is set by controls: 0 for no effect and ±100 for the full control effect
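Kinase-Glo Plus luminescence measured ATP left after a 1 h room-temperature reaction. The reaction used 5 nM GALK, 100 uM galactose and 35 uM ATP at pH 8.0 (20 mM HEPES, 5 mM MgCl2, 60 mM NaCl, 1 mM DTT, 0.01% BSA).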
MBNL1-CUG inh: qHTS Assay for Inhibitors of MBNL1-poly(CUG) RNA binding. Muscleblind-like protein 1 (Homo sapiens), Q9NR56. TR-FRET MBNL1-His/biotin-(CUG)12 binding, 665/545 ratio. Potency, µM (doses to about 57.5 µM), for inactives: top-dose activity change, negative = inhibition, hits mostly inhibitors. 0.036% of 280,000 active. AID 2675, 2010; active = well fitted inhibition curve with a large enough effect in the signal ratio, with a control signal flat, not every such curve was filed as active; inconclusive = small, poorly fitted or top-dose-only effect, or effect the other way, or a change in a side signal; inactive = no such curve, though single readings can be large or run the other way; the % refers to the signal ratio; note: potency is the fitted concentration of half-maximal effect; % is set by controls: 0 for no effect and ±100 for the full control effect
Target sequence (Q9NR56 whole entry, looked up): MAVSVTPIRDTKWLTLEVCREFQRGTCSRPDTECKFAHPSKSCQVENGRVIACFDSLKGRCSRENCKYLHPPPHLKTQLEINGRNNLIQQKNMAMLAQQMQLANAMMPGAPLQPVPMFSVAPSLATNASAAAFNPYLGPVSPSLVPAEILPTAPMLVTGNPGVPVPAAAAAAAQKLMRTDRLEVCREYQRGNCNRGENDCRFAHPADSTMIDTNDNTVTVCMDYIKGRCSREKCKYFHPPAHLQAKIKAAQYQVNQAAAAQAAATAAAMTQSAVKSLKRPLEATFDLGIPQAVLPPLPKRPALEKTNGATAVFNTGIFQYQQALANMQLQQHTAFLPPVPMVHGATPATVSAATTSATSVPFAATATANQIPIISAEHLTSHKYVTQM
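Ratiometric TR-FRET (665 over 545 nm, excitation 340 nm) tracks disruption of MBNL1-His/biotin-(CUG)12 complex after 60 min at room temperature, with compounds at 92 nM to 58 uM final.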
ASM inhibitor: Inhibitors of Secretory Acid Sphingomyelinase (S-ASM): qHTS; Sphingomyelin phosphodiesterase (Homo sapiens), P17405; placental ASM, HMU-PC fluorogenic substrate, 60 min; Potency, µM (doses to about 57.5 µM), inactives show top-dose activity change, negative = inhibition, hits mostly inhibitors; 0.006% of 340,000 active; AID 504937, 2011; note: potency is the fitted concentration of half-maximal effect
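Steps: dispense placental human ASM, pin compound, wait 10 min at room temperature, add HMU-PC0 substrate at 9 uM final, incubate 60 min at 37 °C, add stop solution raising pH to 10, read fluorescence.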
* hit, by the source's call; i = inactive; ? = inconclusive; / = no result given; [ ] = dose if it differs, or a comment. Unless noted, calls come from the whole dose curve; as a rule, active = well fitted curve in the direction sought with a large enough effect; inconclusive = small, poorly fitted or top-dose-only effect, or another doubt; inactive = no such curve, though single readings can be large; an effect the other way counts as inactive or inconclusive. Only part of the results is shown (hit frequency here may not be typical).

SMILES | PKM2 act | Eya2 inh | USP2a block | TSHR antag | Menin MLL FP TR | BCR signal inh | Mito fusion yeast | hERG WT inh | GALK inh | MBNL1-CUG inh | ASM inhibitor
O=C(NCc1ccncc1)C1CCN(S(=O)(=O)c2cccc(C(F)(F)F)c2)CC1 | 0% | 6% | 1% | -8 | -1% | -1% | -2% | 9 | -1% | 2% | 8%
O=C1CCC(C(=O)N2CCc3ccccc3C2)CN1CCCN1CCOCC1 (stereo unspecified) | -4% | 3% | 2% | 33 | / | -2% | 2% | -2 | -8% | -7% | 5%
O=[N+]([O-])c1cccc(S(=O)(=O)c2ccc(NCCO)c([N+](=O)[O-])c2)c1 | 16µM* | -4% | 3% | 3 | 1% | ? | 1% | -4 | 3% | / | -7%
Clc1cccc(NCc2ccccc2)n1 | 2% | 2% | 0% | -1 | 10% | 1% | 6% | 0 | 4% | 2% | -4%
COc1ccc(OC)c(CCNC(=O)CN2C(=O)CCSc3ccccc32)c1 | / | 16% | 2% | -3 | ? | 0% | 6% | 18 | -1% | -6% | 5%
COc1ccc(C)cc1NC(=O)c1c([N+](=O)[O-])cnn1C | ? | 5% | 1% | 3 | -2% | 1% | -2% | -7 | 4% | 8% | -1%
COc1ccc(CNC(=O)Cn2nc(C(F)(F)F)cc2C)cc1 | -1% | -4% | 2% | -6 | -15% | -10% | -5% | -15 | 0% | -8% | 9%
CN(C(=O)COC(=O)c1nc(Cl)ccc1Cl)c1ccccc1 | 6% | -7% | 0% | -3 | / | 1% | 3% | 2 | -8% | -6% | 0%
COc1cccc(OCC(=O)NNC(=O)c2cnccn2)c1 | -14% | 1% | 3% | -3 | 4% | 1% | 2% | -2 | 0% | -3% | 4%
Cc1cc(=O)oc2cc(NC(=O)c3ccccc3Cl)ccc12 | / | 12% | 0% | 1 | / | ? | 11% | -3 | 4% | 7% | /
CN(CCC#N)C(=O)COC(=O)c1cc(Cl)cc(Cl)c1N | 0% | 1% | -4% | -2 | 1% | -7% | 4% | 10 | -3% | 6% | /
CC(=O)C1=C(O)C(=O)N(c2ccc(Br)cn2)C1c1ccccc1F (stereo unspecified) | 0% | 8% | 2% | -6 | 28% | ? | 4% | -1 | -1% | 36%[activator] | 18%
CSCCC(=O)N(C)CC1CCN(CCc2cccc(C(F)(F)F)c2)CC1 | 0% | 6% | 1% | 0 | -1% | 8% | 4% | 25 | 1% | -4% | 2%
O=C1C=C(NCc2ccc(Cl)c(Cl)c2)CC1 | 5% | 15% | 1% | 9 | -2% | ? | 1% | -2 | 1% | -5% | 0%
CCCCCCCc1c(O)nc(SCCN(C)C)[nH]c1=O | 13% | 4% | -1% | 6 | / | -2% | 1% | -8 | -3% | -9% | -3%

4 of the compounds above, with values under each structure.
Second line of a record: PKM2 act, Eya2 inh, USP2a block, TSHR antag, Menin MLL FP TR, BCR signal inh, Mito fusion yeast, hERG WT inh, GALK inh, MBNL1-CUG inh, ASM inhibitor
- COc1ccc(C)cc1NC(=O)c1c([N+](=O)[O-])cnn1C
 : ?, 5%, 1%, 3, -2%, 1%, -2%, -7, 4%, 8%, -1%
- CSCCC(=O)N(C)CC1CCN(CCc2cccc(C(F)(F)F)c2)CC1
 : 0%, 6%, 1%, 0, -1%, 8%, 4%, 25, 1%, -4%, 2%
- CN(CCC#N)C(=O)COC(=O)c1cc(Cl)cc(Cl)c1N
 : 0%, 1%, -4%, -2, 1%, -7%, 4%, 10, -3%, 6%, /
- Clc1cccc(NCc2ccccc2)n1
 : 2%, 2%, 0%, -1, 10%, 1%, 6%, 0, 4%, 2%, -4%

The listing continues:
SMILES | PKM2 act | Eya2 inh | USP2a block | TSHR antag | Menin MLL FP TR | BCR signal inh | Mito fusion yeast | hERG WT inh | GALK inh | MBNL1-CUG inh | ASM inhibitor
COc1cccc(OCCn2cc(C(C)=O)c3ccccc32)c1 | ? | -16% | -4% | -17 | 3% | ? | -2% | -23 | 3% | -2% | -1%
O=C(COC(=O)CCc1nc2ccccc2s1)Nc1ncc(Cl)cc1Cl | 6% | -4% | 3% | 3 | -12% | 12% | -3% | -4 | 1% | 3% | /
COc1cc2nc(/C=C/c3cc(OC)c(OC)c(OC)c3)sc2cc1SC | 1% | -6% | -2% | -3 | 2% | ? | 12% | 0 | -2% | 6% | i
O=C(CNC(=O)c1ccccc1F)N/N=C/c1cccnc1 | 10%[0.46 µM] | -6% | 0% | -3 | 2% | -10% | -1% | 18 | 1% | ? | 2%
COc1ccc(C(=O)OCC[N+]2(C)CCOCC2)cc1 | -6% | -5% | 1% | -1 | 3% | -17% | -5% | 3 | -3% | -13% | 0%
Cc1cccc(C)c1NC(=O)C1(N2C(=O)CC2c2ccccc2)CCCCC1 (stereo unspecified) | -10% | -3% | 2% | -1 | -3% | 0% | 13% | -13 | 0% | -5% | -6%
CCOC(=O)c1n[nH]n(-c2cc(Cl)cc(Cl)c2)c1=O | -11% | -2% | -4% | 5 | / | ? | 2% | 3 | 9% | -15% | -2%
COc1ccc(N2C(=O)CC(Sc3nc(C)cc(C)n3)C2=O)cc1OC (stereo unspecified) | 22% | -7% | 0% | 1 | 13% | 0% | -6% | -4 | 4% | -3% | 4%
Cc1ccc(N(CC(=O)NN=C2CCN(C)CC2)S(=O)(=O)c2ccc(C)cc2)cc1 | 2% | -17% | -29% | -3 | -21% | -7% | 1% | -3 | 1% | -9% | 1%
O=C(COC(=O)c1ccc(Cl)cc1)NCC1CCCCC1 | / | 2% | 2% | 2 | / | 0% | / | 13 | / | / | -1%
Oc1ccccc1CNn1cnnc1 | 3% | 10% | 2% | -6 | / | -2% | 0% | 11 | -2% | 1% | 3%
CCCCn1c(N)c(N(CC(C)C)C(=O)CN(C)S(=O)(=O)c2ccc(C)cc2)c(=O)[nH]c1=O | / | 7% | -1% | 6 | / | 0% | -3% | 0 | / | / | -1%
COc1cc([N+](=O)[O-])cc2sc(NC(=O)C(C)(C)C)nc12 | -3% | 5% | 3% | -8 | -21% | ? | -2% | -23 | 8% | 2% | 1%
O=C(O)CCc1ccc(-c2ccccc2)n1NC(=O)c1ccco1 | 13% | -14% | 2% | -2 | -3% | -1% | -9% | -4 | -2% | -8% | 2%
CCc1ccc2nc(NC(=O)CN3C(=O)NC4(CCCC4)C3=O)sc2c1 | / | -16% | -8% | -2 | / | 1% | / | -5 | / | / | -2%
CCCCn1c(N)c(N(CC(C)C)C(=O)c2ccc(OCC3CCCO3)cc2)c(=O)[nH]c1=O (stereo unspecified) | / | 24% | -1% | 18 | / | -3% | -6% | -5 | / | / | -1%
COc1cc(/C=C2/SC(=S)N(CC3CCCO3)C2=O)ccc1O (stereo unspecified) | 0% | 2% | -1% | -11 | ? | ? | 27% | -10 | 2% | ? | ?
CNc1nc(-c2c(C)[nH]c3ccc(OC)cc23)cs1 | / | -14% | 5% | 31 | ? | ? | 14% | 3 | -3% | 0% | 1%

Bioassay records from PubChem.
